p53null 32C kill – selectivity test: cytotoxicity in p53 null cells, permissive temperature; 0.62% of 55,000 active; AID 903; Potency, µM (top dose mostly 46.1 µM), for the others: at the highest dose activity change, negative = cytotoxicity, actives largely listed as cytotoxic; H1299-neo p53 null cells, ATP luminescence, 24 h, 32C;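 also: potency is read from the fitted curve at half-maximal effect; 0% = DMSO only and -100% = full killing by 100 µM tamoxifen; nearly all actives have a fitted effect of over 55% in size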
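H1299-neo (p53 null) cells, 600/well, treated 24 h at 32C with compound up to 46 uM; ATPlite luminescence viability, normalized to DMSO and 100 uM tamoxifen; AC50 by Hill fit.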
NTMT1 inhibitor – inhibitors of human N-terminal methyltransferase NTMT1; 2.5% of 59,000 active; Potency, µM (series often up to 114 µM), for the others: at the top dose activity change, negative = inhibition, most hits filed as inhibitors; Q9BV86; NTMT1 MTase-Glo SAH luminescence, purified enzyme;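 also: potency is read from the fitted curve at half-maximal effect; plate controls were DMSO vehicle for no effect and no enzyme for full effect; nearly all actives have a fitted effect of over 65% in size; many of its hits are not listed in these tables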
Target sequence (Q9BV86 whole entry, looked up): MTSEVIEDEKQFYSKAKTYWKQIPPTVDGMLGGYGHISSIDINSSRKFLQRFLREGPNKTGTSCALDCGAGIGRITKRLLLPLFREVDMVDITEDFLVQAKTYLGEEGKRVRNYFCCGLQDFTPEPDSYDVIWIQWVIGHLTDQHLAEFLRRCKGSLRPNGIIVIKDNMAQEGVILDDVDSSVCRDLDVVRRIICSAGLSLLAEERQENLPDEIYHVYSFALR
GALK inh – GALK (human) enzyme inhibition. 44,000 tested, under 10 active. P51570. Potency, µM (highest dose often 57.5 µM), inactives show at the highest dose activity, negative = inhibition, actives largely listed as inhibitors. recombinant GALK, Kinase-Glo ATP luminescence, 1 h. AID 1347072;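 also: plate controls were full GALK reaction for no effect and reaction lacking GALK for full effect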
Target sequence (P51570 whole entry, looked up): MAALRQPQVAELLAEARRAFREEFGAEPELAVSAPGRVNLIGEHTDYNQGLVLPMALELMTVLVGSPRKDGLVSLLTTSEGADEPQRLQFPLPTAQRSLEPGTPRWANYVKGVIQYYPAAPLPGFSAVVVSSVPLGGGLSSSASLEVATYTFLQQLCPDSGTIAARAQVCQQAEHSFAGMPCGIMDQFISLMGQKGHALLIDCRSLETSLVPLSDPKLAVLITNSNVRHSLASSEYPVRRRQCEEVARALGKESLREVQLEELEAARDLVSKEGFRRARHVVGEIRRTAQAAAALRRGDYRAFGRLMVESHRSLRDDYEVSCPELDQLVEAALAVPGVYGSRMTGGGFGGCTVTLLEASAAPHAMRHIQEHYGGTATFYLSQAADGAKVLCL
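Reactions with and without enzyme served as controls. GALK at 5 nM phosphorylates 100 uM galactose using 35 uM ATP (HEPES pH 8.0, Mg2+) for 1 h at RT, with luminescence read 10 min after adding Kinase-Glo Plus.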
TSG101-PTAP inh – TSG101-PTAP interaction inhibition, HIV-1 budding; Q99816; Fluorescence polarization, FITC-PTAP peptide/Tsg101, 20 min; Potency, µM (titrated, usually from 115 µM), without a hit: at the highest dose activity change, negative = inhibition, most hits filed as inhibitors; 44,000 tested, under 10 active; AID 1347069; also: potency is read from the fitted curve at half-maximal effect; 0% is about no effect
Target sequence (Q99816 whole entry, looked up): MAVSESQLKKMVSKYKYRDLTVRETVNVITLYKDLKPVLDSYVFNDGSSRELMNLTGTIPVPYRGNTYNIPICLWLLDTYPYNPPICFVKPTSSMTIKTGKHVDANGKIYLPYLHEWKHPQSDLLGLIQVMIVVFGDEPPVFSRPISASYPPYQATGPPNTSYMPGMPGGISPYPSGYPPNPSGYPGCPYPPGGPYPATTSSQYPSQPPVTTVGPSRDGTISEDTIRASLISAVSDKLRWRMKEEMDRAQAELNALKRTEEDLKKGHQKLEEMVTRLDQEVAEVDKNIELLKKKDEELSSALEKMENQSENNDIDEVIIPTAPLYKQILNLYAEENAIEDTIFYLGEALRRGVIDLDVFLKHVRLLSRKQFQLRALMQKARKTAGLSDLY
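Read-out is FITC fluorescence polarization. Compounds were added to Tsg101 binding domain (10 uM final), then FITC-PTAP peptide (50 nM final), 20 min at r.t. Total S+P intensity flags fluorescent compounds.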
p53null 39C tox – p53 null cell cytotoxicity, nonpermissive temperature. H1299 p53-null (neo) cells, 39C, ATPlite viability, 24 h. 0.97% of 55,000 active. Potency, µM (top dose mostly 46.1 µM), without a hit: top-dose activity, negative = cell killing, actives largely listed as cytotoxic;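 also: potency is read from the fitted curve at half-maximal effect; 0% = DMSO only and -100% = full killing by 100 µM tamoxifen; nearly all actives have a fitted effect of over 50% in size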
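Concentration-response (up to 46 uM) was run for 24 h at the nonpermissive 39C on H1299-p53A138V or H1299-neo cells. ATP content was measured with ATPlite luminescence. AC50 values were Hill-modeled after normalizing between DMSO and 100 uM tamoxifen killing.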
B2AR arrestin ag – agonists recruiting beta-arrestin to human beta2-adrenergic receptor; P07550; HTLA Tango cells, beta-arrestin recruitment, luciferase luminescence, 18 h; Potency, µM (doses to about 46.1 µM), for inactives: at the highest dose activation, usual class: activators; 44,000 tested, under 10 active;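 also: potency is read from the fitted curve at half-maximal effect; 0% = DMSO and full agonism = EC100 isoproterenol or metaproterenol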
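Tango cells expressing recombinant beta2-AR and beta-arrestin were treated with compounds (up to 46 microM titration) in DMEM with 1% FBS for 18 hr at 37 degrees C. Beta-arrestin recruitment drove tTA-dependent luciferase, read by luminescence; curves were fitted and classed.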
FH mod – Identification of activators of human fumarate hydratase by quantitative high-throughput screening. Fumarate hydratase, mitochondrial (Homo sapiens), P07954. FH coupled MDH/diaphorase resazurin fluorescence, 15 min. Potency, µM (titrated, usually from 79.9 µM), for the others: at the top dose activity change, negative = inhibition, most hits filed as inhibitors. 0.22% of 54,000 active. AID 1347055, 2019; also: potency is read from the fitted curve at half-maximal effect; % is scaled to controls: 0 for no effect and ±100 for the full control effect; the screen sought activators but most active calls are inhibition curves; nearly all actives have a fitted effect of over 45% in size
* = called active by the depositor; ? = inconclusive; . = not tested or not shown; [ ] = remark or other dose. Calls follow the shape of the dose curve; as a rule, active = well fitted curve in the direction sought with a large enough effect; inconclusive = small, poorly fitted or top-dose-only effect, or another doubt; inactive = no such curve, though single readings can be large; an effect the other way counts as inactive or inconclusive.

Each structure is followed by: GALK inh	p53null 39C tox	NTMT1 inhibitor	TSG101-PTAP inh	B2AR arrestin ag	FH mod	p53null 32C kill
> O=C(Nc1ccc(F)cc1F)c1cc2nc(-c3ccco3)cc(C(F)(F)Cl)n2n1
→ 0.5%	20.3%	-19.7%	-7.8%	0.1%	?	-1.3%
> COc1ccc(NC(=O)c2nn(C)c3c2CS(=O)(=O)c2ccccc2-3)cc1Cl
→ -2.6%	8.5%	10.0%	1.3%	1.1%	3.5%	4.5%
> COc1ccc(CNC(=O)C2=CC(c3cccc(OC)c3)=NS(=O)(=O)N2C)cc1
→ 1.7%	3.6%	16.9%	-9.8%	-3.4%	-9.2%	1.4%
> CCCC(=O)Nc1nc2c(s1)CC(C(C)(C)C)CC2 (configuration not stated)
→ 5.1%	12.7%	-17.8%	1.8%	-2.1%	-16.8%	-6.1%
> O=C(CSC1=Nc2ccccc2C2=NC(Cc3ccccc3)C(=O)N12)Nc1ccccc1C(F)(F)F (configuration not stated)
→ -0.5%	-7.2%	-7.9%	-13.6%	8.7%	-19.2%	9.5%
> COc1ccc2c(c1)c1c(c(=O)n(Cc3ccccc3)c(=O)n1Cc1ccccc1)n2C
→ 2.6%	5.9%	-4.8%	0.3%	1.9%	2.1%	5.8%
> CCc1cccc(NC(=O)CCNS(=O)(=O)c2cccc3nonc23)c1
→ -0.7%	-6.4%	?	2.0%	0.0%	-4.6%	2.2%
> CCCCNc1nc2ccccc2c2nc(-c3ccccc3)nn12
→ 3.6%	4.7%	1.4%	0.8%	0.4%	-22.2%	-4.3%
> Cc1ccc(CNC(=O)C2(c3cccs3)CCOCC2)cc1
→ 0.2%	25.7%	1.1%	1.4%	-3.3%	-0.9%	-2.8%
> CC(NC(=O)Cn1c(=O)oc2cc(S(=O)(=O)NCc3ccccc3)ccc21)c1ccccc1 (configuration not stated)
→ -0.9%	3.3%	7.1%	-1.1%	0.3%	-4.6%	-0.1%
> CC(C)OCCCNC(=O)c1ccc2c(c1)NC(=O)c1ccccc1S2
→ -10.0%	-5.5%	.	-5.8%	0.5%	.	-9.6%
> Cc1cc(C)cc(NC2=CC(c3cccc(F)c3)N(c3cc(C)cc(C)c3)C2=O)c1 (configuration not stated)
→ 8.6%	-2.4%	3.2%	-8.7%	-0.4%	-10.4%	2.8%
> CCCCN(CCCC)c1nc(-c2ccccc2)nc2ccccc12
→ -2.6%	11.7%	?	-1.3%	-0.6%	-13.5%	-1.9%
> Cc1ccccc1CNC(=O)C1CCCN(c2nnc(-n3c(C)ccc3C)s2)C1 (configuration not stated)
→ 0.6%	-0.3%	?	-7.8%	-2.8%	-1.2%	6.6%
> Cc1ccc(Cn2c(C(=O)O)c(CNCc3ccccc3Cl)c3ccc(C)cc32)cc1
→ 0.3%	-8.0%	-3.4%	-2.2%	-0.9%	-5.8%	-3.4%
> CCc1ccc(NC(=O)C(=O)NCC(c2cccnc2)N2CCN(Cc3ccccc3)CC2)cc1 (configuration not stated)
→ -1.0%	-7.0%	0.0%	3.7%	2.7%	-6.3%	2.0%
> CCCOc1ccc(CNC(=O)CCCn2ncn3c(cc4sc(CC)cc43)c2=O)cc1
→ 6.7%	-17.3%	-3.9%	-4.0%	0.4%	-1.7%	2.9%
> COc1ccc(CN2C(=O)C(NC(=O)c3cccc(C)c3)(C(F)(F)F)N=C2c2ccccc2)cc1 (configuration not stated)
→ 3.0%	-5.7%	-1.8%	-0.3%	0.8%	-18.7%	2.5%
> CC1=C(c2ccc(F)cc2)S(=O)(=O)N=C1N1CCC(C(=O)NCCc2ccco2)CC1
→ 1.0%	14.0%	-4.7%	-2.5%	1.1%	2.4%	2.6%
> CCC(C(=O)N1CCN(c2ccccc2F)CC1)n1nc(C)c2sc3ccccc3c2c1=O (configuration not stated)
→ -11.3%	-22.1%	?	3.2%	-2.6%	?	-23.1%
> CCN(Cc1ccccc1)C(=O)CN1C(=O)COc2ccc(S(=O)(=O)N3CCCCCC3)cc21
→ 1.9%	-27.5%	-6.7%	-2.6%	-0.4%	-16.6%	-0.6%
> CCCOc1ccc(C(=O)N2CCC(c3nc4ccccc4s3)CC2)cc1
→ 5.9%	-16.8%	?	-2.2%	-4.6%	2.9%	11.3%
> Cc1ccc2c(=O)c(C(=O)c3ccccc3)cn(CC(=O)Nc3ccc4c(c3)OCCO4)c2n1
→ -0.3%	-9.1%	-9.4%	17.7%	-0.5%	-9.5%	-2.6%
> O=c1oc2ccccc2c(N2CCN(c3ccccc3F)CC2)c1CN1CCCC1
→ 2.4%	11.3%	-0.8%	1.3%	-0.8%	4.5%	-2.6%
> COc1cccc(CN2C(=O)c3ccccc3Sc3ccc(C(=O)NCCc4ccc(C)cc4)cc32)c1
→ 8.4%	-4.9%	-0.3%	-3.4%	0.5%	-15.9%	26.1%
> COc1ccc(CNc2nc(-c3ccco3)nn2S(=O)(=O)c2ccc(Cl)cc2)cc1OC
→ 0.0%	9.1%	-3.8%	-0.8%	-1.5%	-13.8%	-7.4%
> CC(C)(C)C(=O)Nc1ccc(-c2nc3ccc(NC(=O)C(C)(C)C)cc3[nH]2)cc1
→ -0.4%	3.98µM*	10.4%	5.6%	-0.5%	-4.3%	12.6µM*
> Cc1ccc(S(=O)(=O)c2nc(-c3ccc(F)cc3)oc2N2CCN(c3ccccc3)CC2)cc1
→ 2.2%	4.8%	-0.4%	3.0%	-1.4%	-10.6%	2.1%
> CCc1ccc(CNC(=O)c2ccc(Cn3c(=O)c4cccn4c4cccnc43)cc2)cc1
→ -0.2%	15.4%	1.2%	0.0%	-0.8%	4.2%	3.7%
> CCCCN(CC)C(=O)Cn1cc2c(n1)-c1c(oc(C(=O)N3CCCC3)c1C)CC2
→ 0.0%	-12.9%	-2.5%	-2.5%	2.9%	4.1%	-2.0%
> CCC1CN(C(=O)N2CCC(C(=O)NCc3cc(OC)ccc3OC)CC2)c2ccccc2O1 (configuration not stated)
→ -9.9%	-10.7%	21.5%	2.8%	-1.2%	-9.7%	-3.1%
> CCOc1ccccc1NC(=O)CSc1nnc2[nH]c(=O)cc(C)n12
→ -1.3%	?	0.0%	3.7%	-2.2%	-15.5%	-8.9%
> Cc1ccc(C)c(N2CCN(c3ncnc4c3nc3n4CCCCC3)CC2)c1
→ 6.0%	1.1%	-3.2%	-2.2%	0.3%	-28.6%	1.7%
> COc1ccc(CCCc2nnc(SCC(=O)Nc3ccc(C)cc3C)o2)cc1
→ 2.9%	-4.4%	2.8%	-1.0%	-2.1%	-22.8%	-8.4%
> COc1cc(Cl)c(C)cc1NC(=O)Cn1ncc2c1-c1cc(C)ccc1OC2
→ 1.3%	-27.5%	?	-0.7%	0.1%	0.9%	-0.8%
> CCCCN(C)CCCNC(=O)Cn1ncc2c3ccccc3n(Cc3ccccc3)c2c1=O
→ -0.7%	5.3%	-6.8%	-5.1%	0.8%	0.7%	-0.6%
> Cc1ccccc1NC(=O)CSc1nnc(-c2cccs2)o1
→ -5.4%	-11.7%	8.9%	0.8%	-4.8%	-10.7%	-3.3%
> Cc1ccc2nc(/C(C#N)=C/c3ccc(-c4cccc(Cl)c4)o3)[nH]c2c1
→ 0.6%	?	?	16.4%	-0.6%	-2.8%	-19.6%
> O=C(c1ccc2c(c1)N(Cc1ccc(F)cc1)C(=O)c1ccccc1S2=O)N1CCC(Cc2ccccc2)CC1 (configuration not stated)
→ -0.1%	15.1%	-1.2%	-0.5%	0.7%	-25.0%	-2.4%
> CCOC(=O)c1sc2ncn(CC(=O)Nc3ccc(OCC)cc3)c(=O)c2c1C
→ 0.0%	3.0%	8.4%	1.3%	-0.7%	5.3%	4.4%

Laid out differently: entries from further up
Structure | GALK inh | p53null 39C tox | NTMT1 inhibitor | TSG101-PTAP inh | B2AR arrestin ag | FH mod | p53null 32C kill
Cc1ccc2c(=O)c(C(=O)c3ccccc3)cn(CC(=O)Nc3ccc4c(c3)OCCO4)c2n1 | -0.3% | -9.1% | -9.4% | 17.7% | -0.5% | -9.5% | -2.6%
O=c1oc2ccccc2c(N2CCN(c3ccccc3F)CC2)c1CN1CCCC1 | 2.4% | 11.3% | -0.8% | 1.3% | -0.8% | 4.5% | -2.6%
COc1cccc(CN2C(=O)c3ccccc3Sc3ccc(C(=O)NCCc4ccc(C)cc4)cc32)c1 | 8.4% | -4.9% | -0.3% | -3.4% | 0.5% | -15.9% | 26.1%
COc1ccc(CNc2nc(-c3ccco3)nn2S(=O)(=O)c2ccc(Cl)cc2)cc1OC | 0.0% | 9.1% | -3.8% | -0.8% | -1.5% | -13.8% | -7.4%
CC(C)(C)C(=O)Nc1ccc(-c2nc3ccc(NC(=O)C(C)(C)C)cc3[nH]2)cc1 | -0.4% | 3.98µM* | 10.4% | 5.6% | -0.5% | -4.3% | 12.6µM*
Cc1ccc(S(=O)(=O)c2nc(-c3ccc(F)cc3)oc2N2CCN(c3ccccc3)CC2)cc1 | 2.2% | 4.8% | -0.4% | 3.0% | -1.4% | -10.6% | 2.1%

The list goes on.
Each structure is followed by: GALK inh	p53null 39C tox	NTMT1 inhibitor	TSG101-PTAP inh	B2AR arrestin ag	FH mod	p53null 32C kill
> Cc1ccc(S(=O)(=O)N(CCc2ccccc2)CC(=O)Nc2ccc(Br)cc2)cc1
→ 1.0%	15.2%	-4.8%	-3.6%	0.8%	?	20.6%
> CCCCNC(=O)CSc1nc2cc3c(cc2c(=O)n1CCCC(=O)NCCc1ccc(OC)c(OC)c1)OCO3
→ 0.5%	-8.9%	-4.2%	-2.9%	0.0%	-8.2%	8.4%
> Cc1cn2c(=O)cc(COc3ccccc3NC(=O)c3ccc(C(C)(C)C)cc3)nc2s1
→ 2.4%	?	0.8%	0.3%	-0.1%	-10.4%	-9.0%
> CCOc1ccc(NC(=O)Cn2c(=O)n(-c3ccccc3)c(=O)c3c4c(sc32)CCCC4)cc1
→ 6.6%	-25.5%	3.0%	0.3%	0.9%	0.9%	9.4%
> CCC(CC)c1nn2c(=O)cc(COc3ccc(NC(=O)c4cccc(C)c4)cc3)nc2s1
→ 6.4%	2.2%	22.5%	1.9%	0.9%	-14.5%	-1.9%
> Cc1c(C(=O)OCc2ccccc2)[nH]c2c1C(=O)CC(c1ccc(Cl)cc1)C2 (configuration not stated)
→ 2.4%	-1.6%	7.5%	-0.7%	0.8%	-9.5%	-3.7%
> Cc1ccc(S(=O)(=O)N2CCCc3cc(NS(=O)(=O)c4ccc(C)c(C)c4)ccc32)cc1
→ -4.2%	43.0%[activator]	12.8%	-14.5%	-0.8%	-20.2%	12.8%
> Cc1cccc(C)c1OCc1nc2c3cnn(-c4cccc(F)c4)c3ncn2n1
→ -3.8%	-3.3%	8.2%	1.3%	?	0.8%	-2.4%

Screens (PubChem BioAssay)

The list is partial; the hit share may differ from the screen's.
